eIF4E 4G PPI – eIF4E–eIF4G protein interaction inhibitors, primary screen, biochemical, uHTS, TR-FRET, eIF4GI fragment; Eukaryotic translation initiation factor 4E (Mus musculus) + Eukaryotic translation …; TR-FRET eIF4E-eIF4GI(517-606) binding, 2 h; inhibition, % at 21.7 µM; 0.37% of 220,000 active; AID 782, 2007;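 active = inhibition above about 30%, limit read from the data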;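 also: 0% = full FRET control wells and 100% = background wells lacking eIF4GI fragment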
p97 ATPase inh – inhibitors of human p97 ATPase, primary screen, biochemical | Transitional endoplasmic reticulum ATPase (Homo sapiens), P55072 | AID 1481, 2009 | 0.42% of 220,000 active | inhibition, % at 8 µM | recombinant p97 ATPase, Kinase-Glo ATP luminescence, 3 h; in the data active = inhibition above about 15%;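 also: 0% = DMSO vehicle and 100% = wells lacking enzyme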
S1P4 agonist – S1P4 receptor agonists, primary screen, cell-based; AID 1509, 2009; activation, % at 4.98 µM; Sphingosine 1-phosphate receptor 4 (Homo sapiens), O95977; S1P4-expressing cell line, agonist reporter assay; 0.35% of 220,000 active; in the data active = activation above about 11%;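 also: 0% = DMSO vehicle and 100% = reference agonist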
NPY-Y2 PAM-ag – NPY-Y2 potentiators or agonists, primary screen, cell-based | cells expressing NPY-Y2, potentiator/agonist read-out | Neuropeptide Y receptor type 2 (Homo sapiens), P49146 | activation, % at 3.6 µM | 0.45% of 220,000 active; in the data active = activation above about 27%;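 also: cells stimulated with NPY near EC25 plus isoproterenol at EC100; 0% = vehicle plus submaximal agonist and 100% = vehicle plus saturating agonist; some results beyond the cut were filed as inactive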
Target sequence (P49146 whole entry, looked up): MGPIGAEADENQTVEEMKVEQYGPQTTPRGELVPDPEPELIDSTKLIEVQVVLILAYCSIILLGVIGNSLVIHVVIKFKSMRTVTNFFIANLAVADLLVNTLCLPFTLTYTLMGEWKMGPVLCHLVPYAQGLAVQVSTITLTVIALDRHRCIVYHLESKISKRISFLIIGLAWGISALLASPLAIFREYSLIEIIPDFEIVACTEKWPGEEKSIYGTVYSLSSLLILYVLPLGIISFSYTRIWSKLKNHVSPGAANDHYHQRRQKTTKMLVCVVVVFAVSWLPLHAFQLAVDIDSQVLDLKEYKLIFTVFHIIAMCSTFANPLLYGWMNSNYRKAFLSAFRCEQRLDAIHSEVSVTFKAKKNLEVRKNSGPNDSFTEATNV
EP2 antag – human EP2 receptor antagonists, primary screen, TR-FRET cAMP, C6 glioma cells; C6 glioma cells expressing human EP2; cells stimulated with saturating PGE2; Prostaglandin E2 receptor EP2 subtype (Homo sapiens), P43116; AID 1422, 2008; inhibition, % at 25 µM; 0.52% of 260,000 active;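 active = percent inhibition above 40 after rounding to a whole number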;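 also: rat C6 glioma host cells with rolipram phosphodiesterase inhibitor present; the protocol text gives 20 µM as final concentration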
NPY-Y1 antag – NPY-Y1 receptor antagonists, primary screen, cell-based; Neuropeptide Y receptor type 1 (Homo sapiens), P25929; HEK293-CNG Y1 cells, membrane potential fluorescence; NPY at EC95, then isoproterenol; inhibition, % at 3.6 µM; 1% of 200,000 active; AID 1040, 2008;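 active = inhibition above the campaign mean inhibition of all tested compounds plus 3 SD, cut at about 20% in these data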;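 also: 0% = DMSO wells given NPY plus isoproterenol and 100% = isoproterenol alone without NPY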
Target sequence (P25929 whole entry, looked up): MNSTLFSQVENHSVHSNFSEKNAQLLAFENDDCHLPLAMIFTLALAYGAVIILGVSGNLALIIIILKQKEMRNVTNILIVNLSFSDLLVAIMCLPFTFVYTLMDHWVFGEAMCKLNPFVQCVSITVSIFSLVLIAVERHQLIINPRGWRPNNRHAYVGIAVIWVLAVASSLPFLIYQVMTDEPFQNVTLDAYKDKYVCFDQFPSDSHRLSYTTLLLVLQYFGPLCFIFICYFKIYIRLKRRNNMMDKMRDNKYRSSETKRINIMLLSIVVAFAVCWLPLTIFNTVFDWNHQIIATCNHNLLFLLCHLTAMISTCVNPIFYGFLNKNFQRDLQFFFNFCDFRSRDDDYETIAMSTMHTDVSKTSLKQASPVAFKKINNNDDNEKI
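Material: HEK293 Y1/CNG channel cell line | Also added: NPY (25 nM), isoproterenol (1 µM), Ro 20-1724 (25 µM) | Compound: One concentration, 3.6 µM, in 0.4% DMSO | Schedule: 3 h dye uptake, 1 h room-temperature compound, 45 min post-isoproterenol | Signal: Membrane-potential fluorescent dye readout | Read-out: % inhibition of NPY effect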
S1P4 antag – S1P4 receptor antagonists, primary screen, cell-based; S1P4-expressing cells, antagonist mode, reporter read-out; inhibition, % at 4.98 µM; 0.26% of 220,000 active; in the data active = inhibition above about 29%;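 also: 0% = wells stimulated with agonist and 100% = vehicle wells without agonist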
NPY-Y1 PAM-ag – NPY-Y1 receptor potentiators or agonists, primary screen, cell-based. 0.37% of 220,000 active. Neuropeptide Y receptor type 1 (Homo sapiens), P25929. AID 1304, 2008. activation, % at 3.6 µM. NPY-Y1 expressing cells, potentiator/agonist activation; in the data active = activation above about 33%, passing the limit was not always enough;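 also: cells stimulated with NPY at EC10 then isoproterenol at EC100; 0% = low agonist plus stimulus and 100% = saturating agonist plus stimulus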
EP2 modulator – EP2 receptor modulators, cAMP readout, primary screen, cell-based, HTRF cAMP, PGE2 stimulation; Prostaglandin E2 receptor EP2 subtype (Homo sapiens), P43116; EP2-expressing cells, cAMP HTRF FRET, PGE2 co-stimulation; 0.83% of 260,000 active; induction, % at 25 µM;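 active = compounds whose cAMP rise, as percent of the full-agonist control response, exceeds 60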;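 also: rat C6 glioma line stably carrying human EP2 under a CMV promoter; the protocol text gives 20 µM as final concentration; 100% = response of wells given 1 µM PGE2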
Numbers without * were called inactive; . = not tested or not shown; & = joins results of further samples; [ ] = another dose, or the depositor's remark.

SMILES	NPY-Y1 antag	NPY-Y2 PAM-ag	EP2 antag	NPY-Y1 PAM-ag	p97 ATPase inh	S1P4 antag	EP2 modulator	S1P4 agonist	eIF4E 4G PPI
O=C(c1ccco1)N1CCN(c2cc(=O)n(C3CCCCC3)c(=O)[nH]2)CC1	4	1	-3	5	0	-12	1	0.0	2[fluorescence artefact?]
CCOc1ccc(Nc2nc(Nc3ccc(O)cc3)nc(C)c2[N+](=O)[O-])cc1	-9	25	10	40*	3	-5	-12	-1.2	1
COc1ccc(NS(=O)(=O)c2ccc(NC(=O)c3ccc(CN4CCOCC4)cc3)cc2)cc1	6	24*	3	-4	4	8	-50	-0.2	1
CCOC(=O)CN1C(=O)C(C)(C)Oc2ccc(C(=O)NC(C)(C)CC)cc21	7	-18	5&14	2	-7	-13	-12&-42	28*	-2
Cc1nnc(-c2cnn(-c3ccccc3)c2N)n1Cc1cccc(C(F)(F)F)c1	-4	-7	6	-34	-2	-8	-11	-1.7	-5
Cc1ccc(NC(=O)N/C=C/c2ccco2)cc1	-1	3	3	-11	-2	-8	-9	-1.8	-7[fluorescence artefact?]
COc1cc(CNC2CCCC2)c(Br)cc1OC1CCCC1	1	12	7	3	-6	0	-31	2.0	0
NCCOc1ccccc1-c1ccccc1	7	7	3	0	3	10	-9	-1.5	-6
CS(=O)(=O)N(CC(=O)Nc1ccc2c(c1)OCO2)c1ccccc1	5	13	8&12	-6	5	-12	6&-4	-1.2	-4
O=S(=O)(Nc1nc2ccccc2nc1N1CCN(c2ccccc2F)CC1)c1ccc(Cl)cc1	1	-17	13	8	4	-1	-21	2.2	-4
CCOc1ccc(C2C(C(=O)Nc3ccc(F)cc3)=C(C)Nc3nc(CCCO)nn32)cc1 (stereo not given)	6	11	6	2	8	-30	3	-1.2	0
O=C1C2C3C=CC(CC3)C2C(=O)N1c1ccc2c(c1)OCO2 (stereo not given)	-1	0	6	-7	-2	-8	8	2.3	8
O=C(NC1CCCCCC1)c1c(F)c(F)c(F)c(F)c1F	4	5	25	1	4	1	-2	1.5	-3
O=C1N(CC(=O)N2CCc3ccccc32)CCN1Cc1ccccc1Cl	5	-8	15	-7	3	-7	-1	-3.2	-1
Cc1cc(C)c2cc(C=O)c(Cl)nc2c1	4	-22	7	2	-3	-11	24	0.3	4
CCOC(=O)c1sc(S(C)(=O)=O)c2c1CC(C)(C)C/C2=N/O	.	1	16	-2	-2	6	25	1.9	-3
COc1ccc2c(C)cc(SCC(=O)Nc3nsc(-c4ccc(C)cc4)n3)nc2c1	2	-10	11	-18	0	2	38	-0.9	2
CCO[C@@H]1OC(C(=O)Nc2ccccc2)=C[C@H](c2ccc3c(c2)OCO3)[C@H]1CCCO	-3	-8	13	13	2	17	3	-0.7	0
COc1cccc(CNC(=O)CC2C(=O)NCCN2Cc2ccoc2)c1OC (stereo not given)	-3	3	17	0	5	-9	13	1.1	1
CC(C)CCNC(=O)c1cc([N+](=O)[O-])ccc1N1CCOCC1	5	-1	8	-13	0	-12	-4	-0.8	-3[fluorescence artefact?]

Three entries already listed, arranged by the value under S1P4 agonist, high to low:
compound | S1P4 agonist
CCOC(=O)CN1C(=O)C(C)(C)Oc2ccc(C(=O)NC(C)(C)CC)cc21 | 28*
COc1cc(CNC2CCCC2)c(Br)cc1OC1CCCC1 | 2.0
Cc1ccc(NC(=O)N/C=C/c2ccco2)cc1 | -1.8

(list continues)
SMILES	NPY-Y1 antag	NPY-Y2 PAM-ag	EP2 antag	NPY-Y1 PAM-ag	p97 ATPase inh	S1P4 antag	EP2 modulator	S1P4 agonist	eIF4E 4G PPI
CCCOCC1CC2(SC(=Nc3ccc(C)cc3)NC2=O)C(=O)O1 (stereo not given)	-6	7	9	5	6	-16	29	0.7	-7
COC(=O)c1ccc(NC(=O)CSC2=Nc3ccccc3C3CC=NN23)cc1 (stereo not given)	-1	2	0	9	2	5	-13	0.1	-23
COc1ccc(N=Cc2c(O)cc(C)oc2=O)cc1	1	3	6	1	5	-4	9	-0.6	2
O=C(O)CCCNS(=O)(=O)c1ccc(F)cc1	5	0	6	-20	-4	1	21	3.0	2
Cc1ccc(N2C(N)=C(C#N)C(c3ccsc3)C3=C2CC(C)(C)CC3=O)cc1 (stereo not given)	0	9	7	29	2	-1	-8	-0.7	0
Nc1nnc(/C=C/c2ccccc2)s1	2	-14	6	16	0	-2	-36	0.6	2
Cc1ccc(S(=O)(=O)c2nc(-c3ccc(F)cc3)oc2SCC(N)=O)cc1	-4	6	5	-2	-2	-19	20	1.3	2
c1ccc(COc2ccc(Oc3nc(N4CCCCC4)nc(N4CCOCC4)n3)nn2)cc1	-9	12	8	12	4	0	-4	3.6	-3
COc1ccc(N2CCN(C(=O)c3ccc(-n4nc(C)cc4C)cc3)CC2)cc1	2	6	2	0	8	-17	-12	-6.9	2[fluorescence artefact?]
O=C(CCCCCN1C(=O)CCC1=O)Nc1ccc(Br)cc1F	0	18	13	-7	3	-31	-1	0.0	2[fluorescence artefact?]
O=C(CC1(O)C(=O)Nc2cc(Cl)cc(Cl)c21)c1ccncc1 (stereo not given)	3	-7	3	7	4	-1	0	-2.6	0
O=c1oc(/C=C/c2ccccc2)nc2ccccc12	-4	-21	8	12	-5	4	-14	0.1	-3
O=[N+]([O-])c1ccc(NCc2ccc(Cl)cc2)nc1	.	-1	8	-5	-4	10	-19	-0.6	1
O=C(Oc1ccccc1[N+](=O)[O-])c1cccnc1	5	6	.	24	2	-1	12	-0.4	-3
CCn1cc(Cl)c(C(=O)Nc2ccc(OC)c(OC)c2)n1	1	-15	6	-3	-4	0	-22	-1.4	1
CCCn1c(=O)c(F)cn(Cc2ccc(OC)c([N+](=O)[O-])c2)c1=O	1	-5	11	-11	3	-2	6	0.0	-10
Cc1sc2nc(CN3CCCCC3)nc(Cl)c2c1C	2	6	10	5	2	-11	3	-0.7	8[fluorescence artefact?]
CCN1CCN(S(=O)(=O)c2cc(C(=O)O)ccc2Cl)CC1	.	-5	11	-2	1	6	14	0.0	0
O=C1OCC/C1=C\c1ccc(O)cc1	.	14	11	2	7	10	6	0.5	3
O=C(c1ccco1)N1CCN(C(=O)C2CC(c3ccc(Cl)c(Cl)c3)=NO2)CC1 (stereo not given)	5	-10	15	-29	8	-14	-11	-0.6	4
CCCCNC(=O)Nc1ccc(C2SCCS2)cc1	.	3	6	-32	-5	2	-24	-1.0	2
CC(=O)Nc1ccc(NC(=O)C2CC(=O)N(c3ccccc3Cl)C2)cc1 (stereo not given)	-5	-16	4	2	-2	18	5	-0.6	-1
Brc1ccc(Nc2ncnc3[nH]ncc23)cc1	.	2	11	33	6	-4	-30	3.0	2
O=C(O)CCc1ccc(S(=O)(=O)N2CCOCC2)cc1	6	-7	11	6	-2	-19	22	2.3	-1
NC(=O)NC(=O)COC(=O)c1sc2ccccc2c1Cl	.	-8	9	-32	3	10	10	-0.6	5
Cc1ccc(Nc2cc(=O)[nH]c(=O)[nH]2)c(C)c1	3	-1	.	4	4	-13	-42	0.1	2
COc1ccc(NC(=O)CSc2nnnn2C2CCCC2)cc1	7	-1	8	-2	3	-2	3	1.4	3
O=C1CC(SCCc2nc3ccccc3[nH]2)C(=O)N1c1ccc(F)c(Cl)c1 (stereo not given)	0	-13	16	6	2	-25	.	1.1	.
COCCCn1c(=N)c(C(=O)NCc2ccc3c(c2)OCO3)cc2c(=O)n3ccccc3nc21	17	-9	4	7	1	-6	-8	1.6	-7
COc1ccc(CNC(=O)/C=C/c2ccc(OCCCF)cc2)cc1OC	5	-20	16	10	-2	0	-2	2.3	6
O=C(NCc1ccncc1)c1nnc(Cc2c(F)cccc2Cl)o1	7	-20	2	14	2	1	13	2.1	6
COc1ccccc1-n1c(SCC(=O)N2CCCCC2)nc2cccnc21	3	9	13	13	0	-16	30	0.0	4[fluorescence artefact?]
CN(NC(=O)Nc1ccc(Cl)cc1)c1c(Cl)c(Cl)nn1C	5	-1	4	5	2	53*	-25	-2.6	-4
CCCCN=c1sc(C(=O)OC)cc(=O)n1CCCC	9	9	10	2	4	-4	31	0.8	0
Cc1nc(C)c(-c2nnc(-c3ccccc3Cl)o2)cc1C(=O)NN	.	-36	6	18	5	-10	18	0.1	-1
Nc1ccc(NC(=O)NC2CCCCC2)cc1	4	0	5	8	0	3	21	-1.2	0
CC(NC(=O)c1ccco1)C1CCCO1 (stereo not given)	-1	9	7	-21	1	2	14	0.2	-9
COc1ccc(OC)c(C2C(C(=O)Nc3nc4ccccc4s3)=C(C)NC3=C2C(=O)CCC3)c1 (stereo not given)	-7	-1	6	2	-2	-25	-35	5.3	4
O=C(Nc1ccncc1)c1ccc2c(c1)OCCO2	2	0	11	-13	5	4	-28	0.0	-5
O=C(C(=O)c1cccnc1)c1cccnc1	.	9	8	-30	-3	-1	20	2.2	-9
CN(C)/C=C/C(=O)c1ccncc1	4	-3	5	4	-4	0	10	0.6	-9

Only part of the results is shown; rates above refer to the full screens.
